Bioassay records as filed in PubChem.
Tb PFK block – qHTS Assay to Find Inhibitors of T. brucei phosphofructokinase. ATP-dependent 6-phosphofructokinase (Trypanosoma brucei brucei), O15648. T. brucei PFK, ADP-Glo luminescence. Potency, µM (doses to about 57.5 µM), for inactives: at the highest dose activity, negative = inhibition, hits mostly inhibitors. 0.17% of 330,000 active. AID 485367, 2010;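 further: potency means the concentration at half of the fitted maximal effect; 0% = uninhibited 1x PFK enzyme wells and -100% = no-enzyme wells; nearly all actives have a fitted effect of over 60% in size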
Target sequence (O15648 whole entry, looked up): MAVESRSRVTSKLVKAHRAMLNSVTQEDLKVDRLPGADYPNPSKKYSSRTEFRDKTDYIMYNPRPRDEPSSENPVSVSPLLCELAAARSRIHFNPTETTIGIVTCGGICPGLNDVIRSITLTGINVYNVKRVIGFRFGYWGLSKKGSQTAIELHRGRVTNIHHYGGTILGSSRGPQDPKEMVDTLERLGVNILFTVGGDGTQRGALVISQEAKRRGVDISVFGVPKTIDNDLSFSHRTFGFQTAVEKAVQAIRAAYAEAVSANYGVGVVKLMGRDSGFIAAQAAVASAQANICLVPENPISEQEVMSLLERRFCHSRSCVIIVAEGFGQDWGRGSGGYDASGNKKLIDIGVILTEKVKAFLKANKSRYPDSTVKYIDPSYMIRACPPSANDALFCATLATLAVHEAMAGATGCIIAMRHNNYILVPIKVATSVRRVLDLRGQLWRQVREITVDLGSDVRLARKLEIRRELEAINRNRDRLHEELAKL
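Luminescent ADP detection (ADP-Glo, two-step: ATP depletion then ADP-to-ATP conversion for luciferase) reported PFK activity after 45 min room-temperature reaction of 1.25 nM enzyme with 0.5 mM F6P and 0.1 mM ATP at pH 8.0.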
A-T KAP1 phos – qHTS Assay for Identifying a Potential Treatment of Ataxia-Telangiectasia. Potency, µM (highest dose often 57.5 µM), for inactives: at the top dose activation, most hits filed as activators. AID 485349, 2010. […] A-T fibroblasts, KAP-1 phosphorylation AlphaLISA; neocarzinostatin DNA damage 30 min before lysis. 0.19% of 320,000 active; further: potency means the concentration at half of the fitted maximal effect; % of control where 0% means no effect; nearly all actives have a fitted effect of over 45% in size
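hTERT-immortalized A-T patient fibroblasts ([…]), 500 cells/well in OPTI-MEM, 1% FBS, got compounds for 60 min, then NCS for 30 min at 37C. Lysates were then assayed for phospho-KAP-1 by AlphaLISA (anti-pKAP1 donor, anti-KAP1 acceptor beads), 6 hr at 25C.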
Chronic BCR inh – qHTS Assay to Find Inhibitors of Chronic Active B-Cell Receptor Signaling | ABC-DLBCL IkBa-CBG/CBR reporter, luminescence ratio, 4 h | Potency, µM (titrated, usually from 46.1 µM), for the others: at the top dose ratio change, negative = lower green/red ratio, usual class: inhibitors | 0.05% of 340,000 active; active means well fitted inhibition curve with a large enough effect in the signal ratio, with a control signal flat, not every such curve was filed as active; inconclusive means small, poorly fitted or top-dose-only effect, or effect the other way, or a change in a side signal; the % refers to the signal ratio;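 further: potency means the concentration at half of the fitted maximal effect; plate controls were basal doxycycline-induced cells for no effect and cells given 10 µM MG132 for full effect; MG132 reads +100%, hits lower the ratio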
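TMD8 ABC-DLBCL cells carrying doxycycline-inducible green luciferase fused to IkappaBalpha plus unfused red luciferase were exposed to compounds (up to 46 uM) for 4 hrs at 37C. Activity came from the overlap-corrected green/red luminescence ratio.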
TCR act – Activators of T cell receptors: qHTS campaign; primary human leukocytes, anti-CD3, IL-2 HTRF, 48 h; Potency, µM (series often up to 9.22 µM), inactives show at the top dose activation of IL-2 secretion, actives largely listed as activators; 330,000 tested, under 10 active; further: % of control where 0% means no effect
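Human primary leukocytes + a-CD3 beads + cpd, 48 hr; IL-2 in supernatant by HTRF (ex 320nm / em 665nm). No co-stimulatory signal supplied.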
MLL CXXC-DNA inh – qHTS Fluorescence Polarization Assay for Inhibitors of MLL CXXC domain - DNA interaction. 0.037% of 290,000 active. Potency, µM (highest dose often 115 µM), for inactives: top-dose activity change, negative = inhibition, usual class: inhibitors. MLL-CXXC / FITC-HOXA9 DNA fluorescence polarization. Histone-lysine N-methyltransferase 2A (Homo sapiens), Q03164. AID 2662, 2010; active means well fitted inhibition curve with a large enough effect in the polarisation, with a control signal flat, not every such curve was filed as active; inconclusive means small, poorly fitted or top-dose-only effect, or effect the other way, or a change in a side signal; inactive means no such curve, though single readings can be large or run the other way; the % refers to the polarisation; further: potency means the concentration at half of the fitted maximal effect
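Purified MLL-CXXC (added from a 7 uM solution) was preincubated 5 min at ambient with pinned compounds in 50 mM Tris-HCl pH 7.5, 50 mM NaCl, 1 mM DTT, 0.05% BSA. Fluorescein-labeled HOX-A9 DNA (50 nM solution) followed, 30 min, then polarization read.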
KCNH2 WT inh – qHTS for Inhibitors of KCHN2 3.1: Wildtype qHTS. activity change, % at 1.84 µM. 0.37% of 340,000 active. U2OS, BacMam KCNH2, thallium flux FluxOr; active compounds read low. Voltage-gated inwardly rectifying potassium channel KCNH2 (Homo sapiens), Q12809. AID 720551, 2013;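 active means maximum activity change below -70%; inconclusive means maximum activity change between -70% and -50%; inactive means maximum activity change above -50%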; further: on the % scale 0 is the no-effect control and ±100 the full control effect
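U2OS cells transduced with wild-type KCNH2 virus are loaded with FluxOr dye for 45 min, and thallium flux is measured in kinetic reads before and after stimulation buffer. Rate constants are normalized to DMSO controls.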
FBPA coupling cs – qHTS Assay for Inhibitors of Fructose-1,6-bisphosphate Aldolase from Giardia Lamblia: Coupling assay counterscreen; 0.67% of 290,000 active; coupling enzyme system counterscreen, AmpLite Red fluorescence; activity change, negative = inhibition, % at 58.2 µM, hits read low; AID 2472, 2010; in the data active means activity change below about -30%; further: on the % scale 0 is the no-effect control and ±100 the full control effect
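Counterscreen lacking aldolase: glyceraldehyde-3-phosphate coupling-enzyme reagent preincubated 10 min at RT with compound (at 57.5 uM final), then substrate/coupling system with AmpLite Red added; fluorescence read at 525/598 nm after 20 min RT.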
Giardia killer – Small Molecules that selectively kill Giardia lamblia: qHTS | 0.15% of 340,000 active | activity change, % at 7.66 µM, hits read low | Giardia lamblia trophozoite viability; in the data active means activity change below about -80%; inconclusive means between about -30% and that limit;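 further: parasites exposed to compound for two days anaerobically before the ATP read; on the % scale 0 is the no-effect control and ±100 the full control effect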
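Luminescence from cellular ATP indicates surviving trophozoites (100 cells/well) following 48 hrs anaerobic compound treatment at 37 deg C; signal develops 15-30 min at room temperature.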
TSHR antag – Antagonists of the Thyroid Stimulating Hormone Receptor: HTS campaign | 0.2% of 330,000 active | AID 504810, 2011 | activity change, negative = inhibition, % at 11.5 µM | Thyrotropin receptor (Homo sapiens), P16473 | TSHR-expressing cells, TSH-stimulated cAMP HTRF, 2 h; active compounds read low;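 active means activity change below a set negative limit, meaning inhibition stronger than a set level, cut at about -70% in these data; inconclusive means activity change between two set negative limits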; further: on the % scale 0 is the no-effect control and ±100 the full control effect
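Freshly harvested TSHR cells receive pin-tooled compound, then EC80 TSH at 4nM final. After 2 hours at 37 deg C, antibody in lysis buffer and cAMP-d2 are added; 30 minutes at ambient temperature precede the HTRF read.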
GALK inhibitor – qHTS Assay for Inhibitors of Human Galactokinase (GALK). P51570. Purified GALK, Kinase-Glo residual ATP luminescence. Potency, µM (titrated, usually from 57.5 µM), without a hit: at the highest dose activity change, negative = inhibition, usual class: inhibitors. 0.007% of 270,000 active. AID 1868, 2009; further: potency means the concentration at half of the fitted maximal effect; on the % scale 0 is the no-effect control and ±100 the full control effect
Target sequence (P51570 whole entry, looked up): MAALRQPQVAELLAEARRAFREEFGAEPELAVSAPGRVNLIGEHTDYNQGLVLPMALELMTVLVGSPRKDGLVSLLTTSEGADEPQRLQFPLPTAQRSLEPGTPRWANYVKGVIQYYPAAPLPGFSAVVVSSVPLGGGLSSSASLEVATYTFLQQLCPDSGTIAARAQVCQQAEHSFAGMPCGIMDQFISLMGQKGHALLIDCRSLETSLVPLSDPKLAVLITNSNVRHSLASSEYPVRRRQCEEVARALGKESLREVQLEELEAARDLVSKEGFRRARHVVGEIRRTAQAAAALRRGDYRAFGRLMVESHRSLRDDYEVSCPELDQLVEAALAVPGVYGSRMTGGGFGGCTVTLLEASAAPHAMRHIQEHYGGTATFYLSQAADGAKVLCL
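Luminescence from leftover ATP (Ultra-Glo luciferase/luciferin) served as read-out after a 1 h room-temperature reaction of 5 nM GALK with 35 uM ATP and 100 uM galactose.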
Numbers without * were called inactive; u = inconclusive; x = not tested or not shown; & = joins results of further samples; [ ] = remark or other dose. Unless noted, the call rests on the fitted dose curve; in most records, active means well fitted curve in the direction sought with a large enough effect; inconclusive means small, poorly fitted or top-dose-only effect, or another doubt; inactive means no such curve, though single readings can be large; an effect the other way counts as inactive or inconclusive.

SMILES	Tb PFK block	A-T KAP1 phos	Chronic BCR inh	TCR act	MLL CXXC-DNA inh	KCNH2 WT inh	FBPA coupling cs	Giardia killer	TSHR antag	GALK inhibitor
O=C1CCC(=O)N1c1ccc(CSc2nnnn2C2CCCCC2)cc1	0.0%	-2.9%	-27.7%	0.0%	0.4%	-1.1	-0.8	11.5	x	-1.5%
O=C(Nc1ccc(NC(=O)c2cc([N+](=O)[O-])ccc2N2CCOCC2)cc1)c1cccs1	-2.5%	-3.5%	-2.2%	2.5%	16.8%	-2.3	3.9	17.9	-0.3	10.2%
Cc1ccc(NC(=O)OCCN2CCN(Cc3ccccc3)CCC2=O)cc1	-2.5%	1.4%	-6.2%	1.6%	-0.7%	5.3	6.7&6.0	3.3	6.2	x
Cc1cc(/C=N/NC(=O)Cn2c3ccccc3c(=O)c3ccccc32)c(C)n1-c1ccc(Cl)cc1	-8.3%	2.5%	-0.2%	-2.2%[46.1 µM]	21.7%	-4.8	1.9	-0.5	-0.6	0.7%
COc1cc2c(cc1OC)C(c1ccc(C(F)(F)F)cc1)CC(=O)N2 (stereo not drawn)	0.6%	6.7%	u	0.1%	-25.7%	4.3	-1.1	5.9	34.5	0.1%
O=c1c2ccccc2c(C=Nc2cccc(S(=O)(=O)NC3=NCCCCC3)c2)c(O)n1Cc1ccccc1	-4.4%	-46.2%	5.5%	7.4%	-18.8%	4.1	-1.2	0.8	-7.2	-1.2%
CCN1CCN(S(=O)(=O)c2ccc(OC)c3ccccc23)CC1	0.3%	5.6%	0.2%	3.1%	-9.3%	-8.6	0.3	-4.1	20.2	-1.8%
CC(C)(C)c1cc2cccnc2n1Cc1ccccc1	0.8%	20µM*	-7.2%	0.2%	-1.2%	-10.8	0.5	9.0	-2.3	-4.0%
Cc1cc(NC(=O)CSc2nc(=O)cc(N)n2-c2ccc(F)cc2)no1	-1.6%	1.7%	-1.0%	-3.1%	0.0%	-6.9	x	12.0	-6.6	-1.0%
O=C(NC1C/C=C\C(c2ccccc2)N(c2ccccc2)C(=O)C1)OCC1c2ccccc2-c2ccccc21 (stereo not drawn)	2.3%	15.2%	-3.4%	-4.4%[46.1 µM]	x	-1.1	x	12.9	-11.7	x
CCn1c(=O)c(C(=O)NCCNCCO)c(O)c2ccccc21	1.0%	3.5%	1.0%	3.2%	-4.6%	-19.6	2.0	4.4	3.3	0.2%
Cn1nc(-c2ccccc2)c(C(O)c2ccc(Cl)cc2)c1Cl (stereo not drawn)	-4.1%	5.7%	4.6%	-7.3%	-2.9%	8.2	-0.8	-10.4	-6.2	-0.4%
Cc1nnc(NC(=O)C2CCN(S(=O)(=O)c3ccc(F)c(Cl)c3)CC2)o1	25.8%	-2.6%	9.0%	1.4%	x	8.6	x	4.4	4.7	x
O=C(c1cc(-c2cccnc2)nc2ccc(Cl)cc12)N1CCN(S(=O)(=O)c2cccs2)CC1	0.2%	-0.9%	2.3%	-0.4%	31.0%[activator]	9.1	x	-1.3	2.7	-3.7%
C=CCn1c(C)c(C(C)=O)c(N2CCCC2)nc1=S	-0.8%	0.3%	0.9%	-1.7%	1.4%	0.7	-1.2	2.8	0.9	2.1%
O=C(Cc1ccccc1F)Nc1cccc2cccnc12	8.2%	5.4%	-3.9%	-4.0%[46.1 µM]	-0.3%	-15.8	4.9	-1.3	-4.2	0.6%
COC(=O)c1sccc1S(=O)(=O)Nc1ccc(S(N)(=O)=O)cc1	1.2%	9.1%	8.5%	-9.1%	-0.8%	1.2	-1.2	2.8	0.4	x
Cc1ccccc1N1CCN(CCCOc2ccc3c(C)cc(=O)oc3c2)CC1	-0.3%	-2.2%	1.0%	3.7%[46.1 µM]	-1.3%	-3.7	-0.8	-3.4	19.6	0.5%
COc1ccc(-c2noc(N3CCC(C(=O)N(C)c4ccccc4)CC3)n2)cc1	-2.1%	5.0%	-1.1%	-3.5%	x	1.5	1.3	-20.2	-2.9	x
CCCCCNC(=O)c1cn(CC)c2cc(N3CCN(C)CC3)c(F)cc2c1=O	-22.2%	0.0%	7.2%	4.9%	8.4%	-6.7	0.5	-8.9	6.9	2.8%
O=C(c1ccccc1)c1ccc2nc(-c3ccco3)c(-c3ccco3)nc2c1	u	2.1%	-4.7%	-34.5%	-5.4%	3.9	-24.5	-1.0	-10.5	-5.0%
Oc1ccc(Cl)cc1N=Cc1sc2ccccc2c1Cl	-25.4%	3.6%	-14.4%	x	-1.7%	-10.8	-1.0	5.1	-5.7	-2.4%
CCSc1nc2c(c(-c3ccc(C)o3)c1C#N)CCCC2	-2.8%	9.1%	u	-13.1%[46.1 µM]	0.8%	31.9	5.3	1.2	-12.2	-3.8%
O=C(NC1CC(=O)N(c2ccc(Cl)cc2)C1)N1CCN(C(=O)c2ccco2)CC1 (stereo not drawn)	-2.7%	-0.4%	-6.3%	-12.3%	x	21.0	x	7.7	-3.9	x
O=C(NCc1ccc(F)cc1)c1cccc(NC2=NC3CS(=O)(=O)CC3S2)c1 (stereo not drawn)	-0.8%	-2.0%	9.0%	4.5%	x	1.2	0.3	14.5	27.7	x
Other results follow.
SMILES	Tb PFK block	A-T KAP1 phos	Chronic BCR inh	TCR act	MLL CXXC-DNA inh	KCNH2 WT inh	FBPA coupling cs	Giardia killer	TSHR antag	GALK inhibitor
C#CCOCCOCCOCCNc1nc(N2CCOCC2)nc(N2CCN(C(=O)[C@H](CCCCN)n3cc([C@@H](N)C(C)CC)nn3)CC2)n1 (stereo partly drawn)	3.4%	-14.3%	8.1%	-9.5%	-6.6%	-0.6	2.6	9.0	0.1	1.8%
O=C(c1ccc(CS(=O)(=O)c2ccc(Br)cc2)o1)N1CCOCC1	-0.3%	-3.7%	-3.0%	-2.2%	10.5%	-6.5	1.5	4.3	16.4	1.9%
CCOc1ccccc1NC(=O)CSc1nnc(CNC(=O)c2cc(OC)c(OC)c(OC)c2)o1	-20.6%	18.7%	8.2%	-1.1%	16.3%	-1.5	x	21.6	24.6	-1.5%
CNC(=O)COC(=O)c1ccccc1C(=O)c1ccc(Cl)c([N+](=O)[O-])c1	-4.2%	-3.0%	u	-2.9%	3.3%	4.0	-1.5	5.4	-23.3	3.6%
CCN(CC)CCN(C(=O)Cn1nnc(-c2ccc(C)o2)n1)C(C(=O)NC(C)(C)C)c1cccs1 (stereo not drawn)	1.1%	2.8%	-17.6%	-1.1%	-7.5%	33.5	-0.1	-16.5	5.1	13.9%
Nc1nc(N)n(-c2ccccc2)c(=Nc2ccccc2)n1	-4.9%	-1.0%	0.6%	3.9%	1.7%	24.4	2.1	5.4	-2.4	5.9%
Cc1cccc(NC(=O)c2cccc(N3C(=O)CCC3=O)c2)c1	-9.7%	4.3%	-3.2%	-2.6%	-6.0%	10.0	-0.5	4.5	1.6	-3.0%
COc1ccc(S(=O)(=O)N2CCC(C(=O)N3CCc4ccccc4C3)CC2)cc1OC	-2.4%	-3.6%	1.3%	-0.6%	0.8%	-2.3	-0.7	-21.7	-1.5	8.3%
Cc1ccc(N(Cc2cc3ccccc3[nH]c2=O)C(=O)c2ccco2)c(C)c1	-2.6%	1.1%	u	-4.7%	-2.1%	3.4	2.4	6.0	9.5	-3.6%
O=C(Nc1cccnc1)c1cccc(S(=O)(=O)N2CCOCC2)c1	-1.0%	2.1%	-5.4%	6.4%	3.4%	1.2	1.3	4.3	0.8	1.5%
COc1ccc(NC(=O)c2cc3c(=O)n4ccccc4nc3n2C)c(OC)c1	-2.7%	1.2%	-0.4%	0.1%	4.6%	-5.5	0.6	-9.3	3.6	0.0%
CCO[C@H]1OC(C(=O)N2CCN(Cc3ccccc3)CC2)=C[C@@H](c2ccccc2)[C@@H]1CCCO	1.1%	10.6%	15.7%	-10.7%	u	1.9	2.9	-10.7	-3.4	-1.8%
Cc1onc(-c2c(Cl)cccc2Cl)c1-c1nnc(-c2ccc(Cl)cc2)o1	-6.8%	6.6%	7.9%	0.7%	-2.3%	-11.3	-4.0	-13.6	-8.4	x
CCOC(=O)c1c(SCC(=O)Nc2nccs2)nc(C)c(C)c1C	1.4%	7.2%	u	-5.3%	-9.1%	6.7	x	6.3	-38.4	-1.3%
CCOC(=O)c1ccc(NC(=O)c2nc[nH]c2C(=O)N[C@@H](C)C(=O)OC(C)(C)C)cc1	5.0%	-9.1%	-0.8%	-1.7%	4.4%	4.0	5.2	-2.1	-7.0	7.1%
